D2 potentiator = D2 dopamine receptor (human) potentiation. potentiation, % at 10 µM. actives 0.34% (n = 340,000). AID 485347. HEK293 T-REx D2, calcium flux, EC20 dopamine potentiation. P14416;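 active = potentiation over 3 SD above the plate norm, cut at about 30% in these data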; also: 0% is about no effect
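Potentiation of an EC20 dopamine calcium response measured kinetically over 180 s, after a preceding 180 s compound-only read flagging agonists. Cells: inducible Hek293 Trex D2 line, 4000/well, cultured overnight at 30 C before dye loading.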
RXFP1 ag = activates the human relaxin receptor RXFP1. Q9HBX9. HEK293T-RXFP1 cAMP TR-FRET, 30 min; response scale: percent of porcine relaxin response, buffer zero. Potency, µM (doses to about 57.5 µM), without a hit: at the top dose activation, actives largely listed as activators. actives 0.3% (n = 370,000); active = well fitted activation curve with a large enough effect; also: potency is read from the fitted curve at half-maximal effect; % is scaled to controls: 0 for no effect and ±100 for the full control effect; nearly all actives have a fitted effect of over 60% in size; many of its hits are not listed in these tables
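cAMP rise read by TR-FRET after 30 min, 37C compound exposure (up to 58 uM) in RXFP1-transfected HEK293 cells with Ro 20174 present. EC50 from Hill-equation fits, with 29 nM porcine relaxin as 100% and buffer as basal.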
D1 ag = human D1 receptor agonism; P21728; HEK293 T-REx D1 cells, calcium flux, agonist mode; activation, % at 2 µM; actives 1% (n = 360,000); in the data active = activation above about 30%; also: 0% is about no effect
Target sequence (P21728 whole entry, looked up): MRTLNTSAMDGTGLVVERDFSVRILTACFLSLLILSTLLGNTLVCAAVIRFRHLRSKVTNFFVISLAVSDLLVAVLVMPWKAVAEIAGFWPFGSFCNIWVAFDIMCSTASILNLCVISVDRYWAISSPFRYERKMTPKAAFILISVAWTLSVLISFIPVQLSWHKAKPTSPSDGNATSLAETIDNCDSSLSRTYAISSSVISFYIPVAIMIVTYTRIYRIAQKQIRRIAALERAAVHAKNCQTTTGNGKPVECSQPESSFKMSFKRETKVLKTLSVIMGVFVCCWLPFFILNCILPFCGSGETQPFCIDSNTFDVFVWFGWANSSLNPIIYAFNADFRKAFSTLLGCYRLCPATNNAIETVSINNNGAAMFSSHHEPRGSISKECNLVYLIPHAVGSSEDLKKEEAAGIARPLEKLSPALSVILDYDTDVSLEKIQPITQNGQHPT
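Agonism was scored from calcium flux recorded over 180 s (1 read/s) after pintool compound addition, following a 10-cycle baseline. Cells were inducible force-coupled HEK293 TREx D1, plated overnight at 30 C and loaded with no-wash calcium dye.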
TRHR enhancer = TRH receptor (human) allosteric enhancement; actives 0.66% (n = 360,000); P34981; enhancement, % at 2 µM; TRHR cells, fluo-8 calcium fluorescence, EC20 TRH enhancement; in the data active = enhancement above about 30%; also: 0% is about no effect
Target sequence (P34981 whole entry, looked up): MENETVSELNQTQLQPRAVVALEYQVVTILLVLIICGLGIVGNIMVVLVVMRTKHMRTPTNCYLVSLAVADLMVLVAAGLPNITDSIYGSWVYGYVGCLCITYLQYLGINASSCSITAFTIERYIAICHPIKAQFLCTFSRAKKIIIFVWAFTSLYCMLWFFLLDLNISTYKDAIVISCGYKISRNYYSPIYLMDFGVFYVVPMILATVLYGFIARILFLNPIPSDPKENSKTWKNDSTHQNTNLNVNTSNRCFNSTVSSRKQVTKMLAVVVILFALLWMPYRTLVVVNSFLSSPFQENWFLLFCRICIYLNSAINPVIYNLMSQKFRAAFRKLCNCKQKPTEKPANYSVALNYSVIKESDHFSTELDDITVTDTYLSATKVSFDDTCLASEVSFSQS
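TRHR-expressing cells loaded with fluo-8 calcium dye were read kinetically (ex 480/em 530) during compound addition, then stimulated with an EC20 of TRH (10 nM final). Enhancement of the Gq-mediated intracellular calcium response was scored.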
D1 PAM = enhances dopamine response at the human D1 receptor | P21728 | HEK293 TREx D1 cells, calcium flux, dopamine EC20 potentiation | potentiation, % at 10 µM | actives 0.036% (n = 360,000); in the data active = potentiation above about 30%; also: 0% is about no effect
D2 antagonist = antagonizes the human D2 dopamine receptor; P14416; HEK293 TREx D2 cells, calcium flux, dopamine EC80; inhibition, % at 10 µM; actives 2% (n = 340,000); AID 485344; in the data active = inhibition above about 30%; also: 0% is about no effect
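Calcium mobilization kinetics were recorded at 1 s intervals in tetracycline-induced HEK293 T-REx D2 cells, first for 180 s after compound addition and then 180 s after EC80 dopamine.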
D2 agonist = D2 dopamine receptor (human) agonism. P14416. HEK293 T-REx D2 cells, calcium flux agonist mode. activation, % at 2 µM. actives 0.53% (n = 340,000). AID 485358;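 active = activation over 3 SD above normal in the single-dose calcium agonist read, cut at about 30% in these data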; also: 0% is about no effect
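Agonism is scored from calcium flux in a force-coupled, inducible HEK293 cell line expressing D2, read kinetically for 180 s after compound addition against dopamine controls.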
D1 antagonist = human D1 dopamine receptor antagonism | HEK293 TREx D1 cells, calcium flux, dopamine EC80; active compounds read low | activity change, negative = inhibition, % at 10 µM | actives 3.2% (n = 360,000) | AID 504652; in the data active = activity change below about -30%; also: % is scaled to controls: 0 for no effect and ±100 for the full control effect
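Tetracycline-induced HEK293 T-REx cells with force-coupled D1 receptor were loaded with a no-wash calcium dye. Compound was added after a 10 s baseline and read kinetically for 180 s; EC80 dopamine was then added and calcium flux followed another 180 s.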
RXFP1 antagonist = blocks the human relaxin receptor RXFP1. actives 0.59% (n = 350,000). Q9HBX9. activity change, negative = inhibition, % at 57.5 µM. HEK293-RXFP1, relaxin-stimulated cAMP HTRF, 30 min; active compounds read low;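 active = activity change of -60% or lower, but not beyond a set lower limit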; also: % is scaled to controls: 0 for no effect and ±100 for the full control effect
Numbers without * were called inactive; & = joins results of further samples; ! = a repeat was not active.

How did Cc1cc(C(=O)CSc2nnc(-c3cccnc3)n2-c2ccccc2F)c(C)n1C do in these assays?
D2 potentiator: 3.5; RXFP1 ag: 2.0%; D1 ag: 0.3; TRHR enhancer: 8.4; D1 PAM: -5.2; D2 antagonist: -4.6; D2 agonist: 0.7; D1 antagonist: 20.9; RXFP1 antagonist: -14.9

Results for COc1ccc(OCC(=O)N/N=C2\CCCCc3ccccc32)cc1 ?
D2 potentiator: 9.3; RXFP1 ag: -1.2%; D1 ag: -0.7; TRHR enhancer: -0.8; D1 PAM: -5.8; D2 antagonist: 6.6; D2 agonist: -0.9; RXFP1 antagonist: -7.0

How did COc1ccc(NC(=O)C(NC(=O)c2ccc(C)cc2)c2ccccc2)cc1 (configuration not stated) do in these assays?
D2 potentiator: 0.8; RXFP1 ag: -0.3%; D1 ag: 2.5; TRHR enhancer: 2.7; D1 PAM: -9.7; D2 antagonist: -7.5; D2 agonist: -0.3; D1 antagonist: -15.1; RXFP1 antagonist: 2.2

What do the screens show for `COc1ccccc1Cn1c(=O)c2ccccc2n2c(SCc3csc(C)n3)nnc12`?
D2 potentiator: 8.1; RXFP1 ag: 1.0%; D1 ag: 1.2; TRHR enhancer: 5.5; D1 PAM: 6.5; D2 antagonist: -22.2; D2 agonist: -0.2; D1 antagonist: 0.2; RXFP1 antagonist: 13.7

Results for Cc1nc2sc(C(c3ccco3)N3CCN(c4cccc(Cl)c4)CC3)c(O)n2n1 (configuration not stated) ?
D2 potentiator: -12.6; RXFP1 ag: -0.2%; D1 ag: -2.2; TRHR enhancer: -0.3; D1 PAM: -7.5; D2 antagonist: -2.9; D2 agonist: -0.8; D1 antagonist: -0.8; RXFP1 antagonist: -4.8

What do the screens show for `CN(C(=O)c1ccno1)c1nnc(-c2cccnc2)s1`?
D2 potentiator: -11.9; RXFP1 ag: -0.4%; D1 ag: 0.8; TRHR enhancer: -0.4; D1 PAM: -1.1; D2 antagonist: -14.1; D2 agonist: -0.4; D1 antagonist: -12.0; RXFP1 antagonist: 6.5

How did O=C(O)c1ccccc1-c1nnc2c(Cl)cc(C(F)(F)F)cn12 do in these assays?
D2 potentiator: -4.0; RXFP1 ag: 6.1%; D1 ag: 0.7; TRHR enhancer: 6.9; D1 PAM: -2.8; D2 antagonist: -3.1; D2 agonist: 0.1; D1 antagonist: -37.7*; RXFP1 antagonist: 5.4

What do the screens show for `Cc1cc(C)cc(OCC(=O)NNC(=S)NC(=O)C2CC2)c1`?
D2 potentiator: 9.9; RXFP1 ag: 0.9%; D1 ag: 0.7; TRHR enhancer: 6.2; D1 PAM: -6.9; D2 antagonist: -5.2; D2 agonist: -0.3; D1 antagonist: -27.4; RXFP1 antagonist: 4.5

Results for COc1cccc(N(CC(=O)NCC2CCCO2)C(=O)CNS(=O)(=O)c2ccccc2)c1 (configuration not stated) ?
D2 potentiator: 6.4; RXFP1 ag: 0.8%; D1 ag: 16.7; TRHR enhancer: -1.6; D1 PAM: -1.4; D2 antagonist: -3.9; D2 agonist: 4.9; D1 antagonist: 24.9; RXFP1 antagonist: 0.2

How did CCN(CC)CC(O)COCCC12CC3CC(CC(C3)C1)C2 (configuration not stated) do in these assays?
D2 potentiator: 10.3; RXFP1 ag: 5.9%; D1 ag: 7.6; TRHR enhancer: -1.8; D1 PAM: 6.1; D2 antagonist: 7.7; D2 agonist: -0.6; D1 antagonist: 12.7; RXFP1 antagonist: 2.2

How did Cc1nc2c(O)cccc2cc1CO do in these assays?
D2 potentiator: -3.5; RXFP1 ag: -1.0%; D1 ag: 3.3; TRHR enhancer: -1.2; D1 PAM: -5.5; D2 antagonist: -7.0; D2 agonist: 0.7; D1 antagonist: 13.8; RXFP1 antagonist: -11.3

How did Cc1ccc(S(=O)(=O)N2CCC(C(=O)Nc3ccc4c(c3)COC4=O)CC2)cc1 do in these assays?
RXFP1 ag: -0.3%; D1 ag: 3.5; TRHR enhancer: 4.8; D1 PAM: 1.7; D1 antagonist: -25.0; RXFP1 antagonist: -6.9

How did CC(C)(C)C(=O)NC1=NN(c2c(Cl)cc(Cl)cc2Cl)C(=O)C1 do in these assays?
D2 potentiator: 6.1; RXFP1 ag: -0.2%; D1 ag: 5.3; TRHR enhancer: 0.1; D1 PAM: -1.2; D2 antagonist: 19.3; D2 agonist: 0.2; D1 antagonist: -4.1; RXFP1 antagonist: -12.9

Results for Cc1c(CN2CCCC(C(=O)c3cccc(Cl)c3)C2)c(=O)n(-c2ccccc2)n1C (configuration not stated) ?
D2 potentiator: -13.9; RXFP1 ag: 0.7%; D1 ag: 0.2; TRHR enhancer: 4.4; D1 PAM: 2.8; D2 antagonist: -0.1; D2 agonist: 0.7; D1 antagonist: -9.9; RXFP1 antagonist: 1.9

Results for CN1C(=O)Cc2cc(S(=O)(=O)NCCc3ccc(Cl)cc3)ccc21 ?
D2 potentiator: -0.9&1.1; RXFP1 ag: -0.1%&3.6%; D1 ag: 1.5&11.6; TRHR enhancer: 39.6*!; D1 PAM: -0.9&-1.8; D2 antagonist: -24.7; D2 agonist: -0.9&0.0; D1 antagonist: 1.0&-10.3; RXFP1 antagonist: 8.7&-13.2

What do the screens show for `CC#CCCCC(=O)Nc1ccc(C(=O)O)cc1`?
D2 potentiator: 19.0; RXFP1 ag: -1.0%; D1 ag: 4.8; TRHR enhancer: -5.1; D1 PAM: -1.1; D2 antagonist: -19.2; D2 agonist: -0.6; D1 antagonist: 8.1; RXFP1 antagonist: -4.9

What do the screens show for `Cc1ccc(/C=C2\SC(=S)N(CCCC(=O)N3CCOCC3)C2=O)cc1`?
D2 potentiator: 14.5; RXFP1 ag: -1.7%; D1 ag: 10.1; TRHR enhancer: -1.2; D1 PAM: 0.9; D2 antagonist: -7.9; D2 agonist: -2.2; D1 antagonist: -2.8; RXFP1 antagonist: -5.6

What do the screens show for `O=C(CN(Cc1ccccc1F)S(=O)(=O)c1ccc(Cl)cc1)NCC1CCCO1` (configuration not stated)?
D2 potentiator: -5.0; RXFP1 ag: -3.3%; D1 ag: 0.0; TRHR enhancer: -3.8; D1 PAM: -7.4; D2 antagonist: 3.4; D2 agonist: -0.7; D1 antagonist: 0.5; RXFP1 antagonist: -15.0

What do the screens show for `CCOc1ccccc1N(CC(=O)NCC1CCCO1)C(=O)CCC(=O)Nc1cc(C)on1` (configuration not stated)?
RXFP1 ag: 0.0%; D1 ag: 1.4; TRHR enhancer: 1.8; D1 PAM: -3.6; D2 antagonist: -10.3; D2 agonist: 1.8; D1 antagonist: 1.9; RXFP1 antagonist: 20.9

Results for O=C(O)c1ccc(/C=C2\COc3ccccc3C2=O)cc1 ?
RXFP1 ag: 4.1%; D1 ag: 0.2; TRHR enhancer: 6.2; D1 PAM: -2.2; D2 antagonist: -13.4; D2 agonist: -2.8; D1 antagonist: 18.2; RXFP1 antagonist: -24.6

Of the compounds above, these have an aryl thioether with sulfur outside any ring:
How did Cc1cc(C(=O)CSc2nnc(-c3cccnc3)n2-c2ccccc2F)c(C)n1C do in these assays?
D2 potentiator: 3.5; RXFP1 ag: 2.0%; D1 ag: 0.3; TRHR enhancer: 8.4; D1 PAM: -5.2; D2 antagonist: -4.6; D2 agonist: 0.7; D1 antagonist: 20.9; RXFP1 antagonist: -14.9

What do the screens show for `COc1ccccc1Cn1c(=O)c2ccccc2n2c(SCc3csc(C)n3)nnc12`?
D2 potentiator: 8.1; RXFP1 ag: 1.0%; D1 ag: 1.2; TRHR enhancer: 5.5; D1 PAM: 6.5; D2 antagonist: -22.2; D2 agonist: -0.2; D1 antagonist: 0.2; RXFP1 antagonist: 13.7

(next part)
What do the screens show for `COc1cccc(CNC(=O)COC(=O)c2nc(Cl)c(Cl)c(Cl)c2Cl)c1`?
D2 potentiator: -5.7; RXFP1 ag: -0.1%; D1 ag: 6.9; TRHR enhancer: -2.7; D1 PAM: -2.0; D2 antagonist: -18.6; D2 agonist: 0.7; D1 antagonist: -27.2; RXFP1 antagonist: -31.1

Results for O=C1C(Nc2ccccc2)=CC(c2ccc(O)cc2)N1c1ccccc1 (configuration not stated) ?
D2 potentiator: 1.4; RXFP1 ag: -0.2%; D1 ag: 0.4; TRHR enhancer: 6.8; D1 PAM: 3.6; D2 antagonist: -2.9; D2 agonist: -0.1; D1 antagonist: 0.4; RXFP1 antagonist: 11.4

Results for COC(=O)c1c(NC(=O)c2cc3nc(-c4ccc(OC)cc4)cc(C(F)(F)F)n3n2)sc2c1CCCC2 ?
RXFP1 ag: 1.1%; D1 ag: 1.6; TRHR enhancer: 6.5; D1 PAM: 0.6; D2 agonist: 0.7; D1 antagonist: 27.8; RXFP1 antagonist: -4.7

What do the screens show for `COc1ccc(C)cc1NC(=O)/C=C/c1ccc(OC)c(S(=O)(=O)N2CCOCC2)c1`?
D2 potentiator: 6.9; RXFP1 ag: -0.2%; D1 ag: -0.8; TRHR enhancer: -7.2; D1 PAM: -2.7; D2 antagonist: -21.8; D2 agonist: -0.2; D1 antagonist: 1.4; RXFP1 antagonist: -1.3

Results for O=C(Nc1ccccc1C(=O)NCc1ccccc1)c1ccccc1Br ?
D2 potentiator: -2.5; RXFP1 ag: 2.6%; D1 ag: 0.0; TRHR enhancer: -9.8; D1 PAM: -15.8; D2 antagonist: 3.7; D2 agonist: -2.0; D1 antagonist: -3.9; RXFP1 antagonist: -8.9

What do the screens show for `O=C(c1c[nH]c2ccccc12)N1CCOCC1`?
D2 potentiator: 8.2; RXFP1 ag: 2.0%; D1 ag: 0.6; TRHR enhancer: -5.5; D1 PAM: 1.8; D2 antagonist: -10.0; D2 agonist: 1.7; D1 antagonist: 7.5; RXFP1 antagonist: -13.2

How did COc1cc(C(=O)Nc2ccc(NC(=O)c3ccccc3)nc2)cc(OC)c1OC do in these assays?
D2 potentiator: -9.4; RXFP1 ag: -0.7%; D1 ag: 1.2; TRHR enhancer: -5.5; D1 PAM: -1.4; D2 antagonist: -6.5; D2 agonist: 3.7; D1 antagonist: -3.7; RXFP1 antagonist: -1.8

How did Cc1ccnc(SCCn2c(N3CCCCC3)nc3c2c(=O)[nH]c(=O)n3C)n1 do in these assays?
D2 potentiator: 30.8*; RXFP1 ag: 1.0%; D1 ag: 1.3; TRHR enhancer: 11.1; D2 antagonist: -3.2; D2 agonist: -0.3; D1 antagonist: -3.6

How did COc1cccc(CNC(=O)c2ccc3c(c2)sc2nc(-c4cccc(OC)c4)cn23)c1 do in these assays?
D2 potentiator: 4.2; RXFP1 ag: 17.1%; D1 ag: -1.6; TRHR enhancer: -0.6; D1 PAM: 0.4; D2 agonist: -0.5; D1 antagonist: 10.0; RXFP1 antagonist: 13.6

Results for Cc1ccc(Cc2cnc(NC(=O)CN3CCOCC3)s2)cc1Cl ?
D2 potentiator: 10.0; RXFP1 ag: 1.0%; D1 ag: 16.2; TRHR enhancer: -0.6; D1 PAM: 3.8; D2 antagonist: -3.7; D2 agonist: 0.6; D1 antagonist: 2.5; RXFP1 antagonist: -19.7

These rows are one share of the data. The share of hits here may be higher or lower than overall.
